Assay outcomes (PubChem BioAssay)
A3G deaminase – blocks human APOBEC3G single-stranded DNA deamination. 0.28% of 330,000 active. inhibition, % at 20 µM. Q9HC16. recombinant A3G, ssDNA deamination FAM/TAMRA fluorescence;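 active = inhibition of at least 40% at 20 µM, with no more than 30% in the related APOBEC3A deaminase screen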;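 note: plate controls were DMSO wells with A3G for no effect and wells lacking A3G enzyme for full effect; some compounds called inactive have numbers as strong as hits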
Target sequence (Q9HC16 whole entry, looked up): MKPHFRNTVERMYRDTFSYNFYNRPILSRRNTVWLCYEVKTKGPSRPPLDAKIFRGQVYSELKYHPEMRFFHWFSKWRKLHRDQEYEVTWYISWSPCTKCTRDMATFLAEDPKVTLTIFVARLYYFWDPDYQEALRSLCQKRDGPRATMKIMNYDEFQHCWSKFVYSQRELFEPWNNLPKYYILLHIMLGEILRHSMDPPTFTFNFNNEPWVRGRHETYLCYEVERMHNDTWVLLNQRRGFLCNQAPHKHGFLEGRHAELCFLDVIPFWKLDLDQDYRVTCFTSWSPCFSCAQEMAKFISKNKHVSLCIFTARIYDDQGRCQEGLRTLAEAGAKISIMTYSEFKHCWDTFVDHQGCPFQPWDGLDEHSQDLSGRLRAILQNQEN
MPTP block – inhibitors of mitochondrial permeability transition pore; inhibition, % at 10 µM; isolated mouse mitochondria, Ca2+ swelling absorbance, 30 min; AID 602449; 1.4% of 360,000 active;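 active = inhibition of 50% or more, scaled per plate between neutral and stimulator controls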;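 note: 0% = DMSO wells given calcium and 100% = 1 mM EGTA wells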
A3A deaminase – inhibitors of human APOBEC3A DNA deaminase | P31941 | 0.41% of 330,000 active | recombinant A3A, FAM/TAMRA ssDNA deamination fluorescence | inhibition, % at 20 µM;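 active = at least 40% inhibition at 20 µM here, with at most 30% in a related deaminase screen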;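 note: plate controls were A3A with DMSO for no effect and wells lacking A3A enzyme for full effect; some results filed as inactive read as strong as hits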
Target sequence (P31941 whole entry, looked up): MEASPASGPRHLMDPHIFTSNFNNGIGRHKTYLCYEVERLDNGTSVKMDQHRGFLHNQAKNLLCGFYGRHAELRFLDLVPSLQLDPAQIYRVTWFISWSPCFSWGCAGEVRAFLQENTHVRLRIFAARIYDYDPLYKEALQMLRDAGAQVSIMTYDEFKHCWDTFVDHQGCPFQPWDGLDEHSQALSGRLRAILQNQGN
MIN6 prolif – induces beta-cell replication in MIN6 cells; MIN6 cells proliferation, ATPlite luminescence, 48 h; cells starved in 0.2% serum; 100% = growth in 10% serum; proliferation, % at 10 µM; 0.29% of 330,000 active; AID 2380;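 active = compounds whose signal lies at least 3.5 SD above the mean of all wells on their plate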;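 note: 0% = DMSO-treated cells in low-serum medium and 100% = 10% serum control; some compounds called inactive have numbers as strong as hits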
hIAP activ – human IAP activation; purified human IAP, CDP-Star luminescence, 30 min; hits give high values; 1 = vehicle-only enzyme, 0 = enzyme-free background; activation factor at 10 µM; 0.16% of 330,000 active; AID 2524;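 active = activation factor of the enzyme at least 2-fold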; note: the source names both 10 and 20 µM as test concentration; values of inactives mirror those of a sister screen read the other way
ATG4B inhibitor – ATG4B (human) cysteine protease inhibition. 0.51% of 340,000 active. Q9Y4P1. ATG4B cleavage of LC3-PLA2, NBD-HPC fluorescence, 1 h. inhibition, % at 8.33 µM. AID 504462; in the data active = inhibition above about 40%
Target sequence (Q9Y4P1 whole entry, looked up): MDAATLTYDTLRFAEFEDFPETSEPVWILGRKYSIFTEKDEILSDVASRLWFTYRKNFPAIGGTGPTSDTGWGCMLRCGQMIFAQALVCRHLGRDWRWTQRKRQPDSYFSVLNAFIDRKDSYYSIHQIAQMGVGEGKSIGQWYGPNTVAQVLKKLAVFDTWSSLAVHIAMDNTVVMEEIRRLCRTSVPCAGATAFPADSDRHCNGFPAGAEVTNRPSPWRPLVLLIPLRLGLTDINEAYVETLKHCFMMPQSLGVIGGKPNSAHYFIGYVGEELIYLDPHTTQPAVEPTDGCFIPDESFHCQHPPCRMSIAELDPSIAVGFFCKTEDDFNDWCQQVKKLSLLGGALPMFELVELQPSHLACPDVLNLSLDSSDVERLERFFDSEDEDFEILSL
mIAP activ – increases mouse intestinal alkaline phosphatase activity | 0.24% of 330,000 active | AID 2805 | muIAP, CDP-Star luminescence, 30 min; hits give high values; 1 = vehicle-only enzyme signal, 0 = enzyme-free wells | activation factor at 10 µM;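 active = activation factor of at least 2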; note: the source names both 10 and 20 µM as test concentration; values of inactives mirror those of a sister screen read the other way
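Assay system: mouse IAP enzyme / Compound: DMSO-dissolved test compounds / Timing: 30 min, room temperature / Measured by: luminescence from enzymatic CDP-Star hydrolysis / Control set: DMSO-only wells, enzyme-free buffer wells as negative control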
mIAP block – blocks mouse intestinal alkaline phosphatase; purified mouse IAP, CDP-Star luminescence, 30 min; inhibition, % at 10 µM; 0.2% of 330,000 active; AID 2806;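 active = inhibition of at least 40% at 10 µM in the primary screen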;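 note: plate controls were DMSO with enzyme for no effect and no enzyme wells for full effect; values of inactives mirror those of a sister screen read the other way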
hIAP block – human IAP inhibition; P09923; purified IAP, CDP-Star luminescence, 30 min; inhibition, % at 10 µM; 0.12% of 330,000 active; AID 2544;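 active = inhibition reaching a set limit with compound at 10 µM in the primary screen, cut at about 35% in these data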;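 note: plate controls were DMSO wells with enzyme for no effect and no-enzyme buffer wells for full effect; values of inactives mirror those of a sister screen read the other way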
The depositor's hits bear a star.

Short forms – A = A3G deaminase; B = MPTP block; C = A3A deaminase; D = MIN6 prolif; E = hIAP activ; F = ATG4B inhibitor; G = mIAP activ; H = mIAP block; I = hIAP block
> CC1=C(C(=O)Nc2ccccc2C(=O)NC2CCCCC2)SCCO1
  A = 1; B = -1.1; C = -2; D = 0; E = 0.88; F = 2; G = 1; H = 0; I = 12

> Cc1noc(C)c1S(=O)(=O)N(C)Cc1ccccc1
  A = -6; B = -1.7; C = 2; D = -2; E = 1.1; F = -1; G = 1; H = -4; I = -11

> CN(CC(=O)NCCc1ccc(F)cc1)Cc1cccc(Cl)c1
  A = -7; B = -2.2; C = -1; D = -3; E = 1; F = -3; G = 0.99; H = 0; I = -1

> CCn1cnc2scc(-c3ccccc3)c2c1=O
  A = -4; B = 1.1; C = 1; D = 3; E = 1; F = -4; G = 0.93; H = 7; I = -1

> Cc1cccc(NC(=O)c2cccc(NC(=O)c3ccco3)c2)c1C
  A = -4; B = 3.6; C = -4; D = 2; E = 0.78; F = -4; G = 0.98; H = 2; I = 22

> O=[N+]([O-])c1ccc(N2CCN(c3ccccc3O)CC2)cc1
  A = 0; B = 1.0; C = -4; D = 0; E = 0.97; F = -13; G = 0.91; H = 9; I = 3

> O=C(CCCC(=O)N(CC(=O)NC1CCCCC1)c1cccc(F)c1)Nc1ccccn1
  A = -13; B = 0.2; C = -6; D = -4; E = 0.96; F = 1; G = 0.98; H = 2; I = 4

> CCCCOC(=O)CNc1n[nH]c(=S)[nH]c1=O
  A = -5; B = -1.0; C = 0; D = 1; E = 0.89; F = -8; G = 0.93; H = 7; I = 11

> O=C(Cc1ccccc1)NCC1OCCc2ccccc21 (stereo not drawn)
  A = -10; B = -1.9; C = -6; D = -1; E = 1.1; F = -6; G = 1.2; H = -16; I = -6

> CN(C)S(=O)(=O)Oc1cc(Cl)ccc1C(=O)Nc1ccc(F)cc1F
  A = -4; B = 1.0; C = -2; D = -2; E = 0.87; F = 1; G = 0.97; H = 3; I = 13

(continued)
Short forms – A = A3G deaminase; B = MPTP block; C = A3A deaminase; D = MIN6 prolif; E = hIAP activ; F = ATG4B inhibitor; G = mIAP activ; H = mIAP block; I = hIAP block
> Cc1cc(C)c2cc(CN(Cc3nnnn3Cc3ccc(F)cc3)C3CCCC3)c(=O)[nH]c2c1
  A = -5; B = -0.2; C = -1; D = -1; E = 0.9; F = 27; G = 1; H = 0; I = 10

> CCOC(=O)N1CCC(NC(=O)c2ccc(CNS(=O)(=O)c3ccc(F)cc3)cc2)CC1
  A = -9; B = -0.8; C = 1; D = 2; E = 0.74; F = -4; G = 0.95; H = 5; I = 26

> CCn1c(SCC(N)=O)nc2c(c1=O)C1(CCCC1)Cc1ccccc1-2
  A = -7; B = -1.3; C = -5; D = -2; E = 1.1; F = 15; G = 1; H = -2; I = -11

> CC(C)CC(=O)Nc1c2c(nn1-c1ccc(F)cc1)CS(=O)(=O)C2
  A = -3; B = -0.1; C = -2; D = 0; E = 0.9; F = -7; G = 1.1; H = -7; I = 10

> CC(C)OC(=O)CCNc1n[nH]c(=O)[nH]c1=O
  A = 0; B = -1.1; C = 6; D = -1; E = 0.85; F = -13; G = 0.91; H = 9; I = 14

> CCOC(=O)C1CCN(C(=O)C2(NC(=O)Nc3ccccc3Cl)CCCCC2)CC1
  A = 3; B = 0.2; C = 7; D = 2; E = 1.1; F = -4; G = 1.2; H = -23; I = -12

> O=C(COC(=O)C1CC1)NCCc1ccc(Cl)cc1
  A = -9; B = -0.1; C = 14; D = -4; E = 1; F = -2; G = 1.1; H = -8; I = -2

> Cc1cc(C)n2nc(C(=O)OCC(=O)N(Cc3ccccc3)C(C)C)nc2n1
  A = -8; B = 1.3; C = -3; D = 1; E = 0.94; F = -3; G = 0.98; H = 2; I = 6

> CCCN(Cc1ccc(N(C)C)cc1)CC1CC1
  A = -8; B = 1.1; C = -9; D = 4; E = 1.1; F = -7; G = 1; H = 0; I = -10

> O=C(COC(=O)/C=C/c1ccco1)NCc1ccc2c(c1)OCO2
  A = -1; B = 0.8; C = 11; D = -4; E = 1.2; F = 2; G = 0.99; H = 1; I = -20

Remaining list, next part.
Short forms – A = A3G deaminase; B = MPTP block; C = A3A deaminase; D = MIN6 prolif; E = hIAP activ; F = ATG4B inhibitor; G = mIAP activ; H = mIAP block; I = hIAP block
> CCOC(=O)CC(=O)CSc1nc2c(c(C)c1C#N)CCC2
  A = -3; B = -3.0; C = 10; D = -3; E = 1; F = 0; G = 1.1; H = -8; I = -1

> CC(=O)Nc1ccc(NC(=O)COc2c(C)cc(Br)cc2C)cc1
  A = -9; B = -2.0; C = -5; D = -5; E = 1.1; F = -8; G = 1.2; H = -17; I = -13

> Cc1cc(Oc2ccc(Cl)cc2)nc(SCC(=O)c2ccccc2)n1
  A = -2; B = 1.3; C = 5; D = -4; E = 0.84; F = 9; G = 0.99; H = 1; I = 16

> COc1cc(CNC(=O)c2cccc(COc3ccc(Cl)cc3)c2)cc(OC)c1
  A = -4; B = 9.2; C = 1; D = -2; E = 0.85; F = -1; G = 1.2; H = -17; I = 15

> Cc1c(C(O)CN2CCC(C(N)=O)CC2)c2ccccc2n1C (stereo not drawn)
  A = 3; B = 0.0; C = -2; D = -1; E = 1.1; F = -6; G = 0.99; H = 1; I = -9

> Cc1ccc(NC(=O)CCC(=O)N/N=C/c2ccco2)c(C)c1
  A = -2; B = 1.8; C = 3; D = -1; E = 0.94; F = 5; G = 0.75; H = 25; I = 6

> Cc1cc(S(=O)(=O)Nc2c(NC3CCCCC3)c3ccccc3oc2=O)ccc1F
  A = -1; B = -0.5; C = 0; D = -5; E = 0.66; F = 8; G = 0.95; H = 5; I = 34

> CC(=O)c1ccc(N2CCN(C(=O)C3CCN(S(=O)(=O)c4ccc5c(c4)CC(C)N5C(C)=O)CC3)CC2)cc1 (stereo not drawn)
  A = -4; B = -0.1; C = -3; D = -2; E = 0.98; F = -3; G = 1; H = -1; I = 2

> Cc1ccc(C(C)C)c(OCC(=O)NC(=S)Nc2ccccc2N2CCOCC2)c1
  A = -2; B = 0.5; C = 0; D = -7; E = 1.2; F = 5; G = 0.94; H = 6; I = -18

> COc1ccc(C(=O)N/N=C(\C)CC(=O)Nc2ccc3c(c2)OCCO3)c(OC)c1
  A = -5; B = 0.4; C = 0; D = 0; E = 0.93; F = -1; G = 1; H = -2; I = 8

Given as labelled records: part of the list above.
CC(=O)c1ccc(N2CCN(C(=O)C3CCN(S(=O)(=O)c4ccc5c(c4)CC(C)N5C(C)=O)CC3)CC2)cc1 (stereo not drawn)
  A3G deaminase: -4	MPTP block: -0.1	A3A deaminase: -3	MIN6 prolif: -2	hIAP activ: 0.98	ATG4B inhibitor: -3	mIAP activ: 1	mIAP block: -1	hIAP block: 2
COc1cc(CNC(=O)c2cccc(COc3ccc(Cl)cc3)c2)cc(OC)c1
  A3G deaminase: -4	MPTP block: 9.2	A3A deaminase: 1	MIN6 prolif: -2	hIAP activ: 0.85	ATG4B inhibitor: -1	mIAP activ: 1.2	mIAP block: -17	hIAP block: 15

(continued)
Short forms – A = A3G deaminase; B = MPTP block; C = A3A deaminase; D = MIN6 prolif; E = hIAP activ; F = ATG4B inhibitor; G = mIAP activ; H = mIAP block; I = hIAP block
> COc1ccc(-n2c3c(c(=O)[nH]c2=O)C(C(F)(F)F)(C(F)(F)F)N=C(CC(C)C)N3)cc1
  A = -1; B = 6.0; C = 3; D = -1; E = 1; F = -7; G = 0.93; H = 8; I = -2

> COc1ccc(/C=C2/SC(=O)N(CCC(=O)Nc3ccccc3C(=O)O)C2=S)cc1
  A = 0; B = -0.5; C = 4; D = 0; E = 0.96; F = 12; G = 0.93; H = 8; I = 4

> Cc1ccc(C(=O)N2CCN(S(=O)(=O)N3CCCCCC3)CC2)cc1
  A = -2; B = 1.3; C = 1; D = 0; E = 0.91; F = -4; G = 0.92; H = 8; I = 9

> CCC(C(=O)NC1CCCC1)N(C(=O)Cn1nnc(-c2ccc(C)o2)n1)c1cccc(O)c1 (stereo not drawn)
  A = -8; B = -0.3; C = -4; D = -4; E = 1.1; F = -3; G = 0.99; H = 1; I = -12

> CC1CCCN(S(=O)(=O)c2ccc(C(=O)Nc3ccccc3-c3nc4ccccc4[nH]3)cc2)C1 (stereo not drawn)
  A = -3; B = 90*; C = 0; D = -2; E = 0.92; F = 2; G = 1; H = -4; I = 8

> COc1ccc(N2CCN(c3ccc(C(N)=O)cc3[N+](=O)[O-])CC2)cc1
  A = -2; B = -0.1; C = 2; D = -1; E = 0.89; F = 32; G = 0.87; H = 13; I = 11

> Cc1ccc(C(=O)Cn2cccn2)cc1
  A = -2; B = -0.4; C = 1; D = -3; E = 0.97; F = -1; G = 0.84; H = 16; I = 2

> Cc1c(C(=O)Nc2c3c(nn2C(C)(C)C)CS(=O)(=O)C3)cccc1[N+](=O)[O-]
  A = -4; B = -0.9; C = -3; D = 2; E = 1; F = -2; G = 1; H = -4; I = -2

> CC(=O)c1[nH]c(C)c(C(C)=O)c1C
  A = 8; B = 0.2; C = 31; D = -3; E = 1; F = -4; G = 0.95; H = 5; I = -2

> O=C(c1cnn2c1NC(c1ccc(Br)cc1)CC2C(F)(F)F)N1CCN(C23CC4CC(CC(C4)C2)C3)CC1 (stereo not drawn)
  A = -4; B = 0.9; C = 1; D = -6; E = 1; F = -18; G = 0.94; H = 6; I = -2

2 of the compounds above, with values under each structure:
Values in the order – A3G deaminase | MPTP block | A3A deaminase | MIN6 prolif | hIAP activ | ATG4B inhibitor | mIAP activ | mIAP block | hIAP block
> Cc1cc(Oc2ccc(Cl)cc2)nc(SCC(=O)c2ccccc2)n1
→ -2 | 1.3 | 5 | -4 | 0.84 | 9 | 0.99 | 1 | 16
> Cc1ccc(C(C)C)c(OCC(=O)NC(=S)Nc2ccccc2N2CCOCC2)c1
→ -2 | 0.5 | 0 | -7 | 1.2 | 5 | 0.94 | 6 | -18

Continued:
Short forms – A = A3G deaminase; B = MPTP block; C = A3A deaminase; D = MIN6 prolif; E = hIAP activ; F = ATG4B inhibitor; G = mIAP activ; H = mIAP block; I = hIAP block
> O=C(O)c1cccc(NS(=O)(=O)c2cccc3cccnc23)c1
  A = 2; B = 0.6; C = 6; D = -4; E = 0.96; F = -8; G = 1; H = -3; I = 4

> CCOC(=O)c1sc(NC(=O)CSc2nc3cccnc3n2C)nc1C
  A = -12; B = 5.7; C = -5; D = 3; E = 1; F = -6; G = 0.89; H = 11; I = 0

> CN(c1ccc(C(=O)N2CCN(Cc3ccc4c(c3)OCO4)CC2)cc1)S(C)(=O)=O
  A = -6; B = -1.6; C = -1; D = -1; E = 1; F = -4; G = 1; H = -5; I = -3

> CC1CC(C)(C)n2c(O)c(N=NC(N)=S)c3cccc1c32 (stereo not drawn)
  A = -8; B = 1.3; C = -13; D = -6; E = 0.93; F = -6; G = 0.86; H = 14; I = 7

> Cc1ccc(S(=O)(=O)NCC(=O)OCC(=O)N(Cc2ccccc2)C(C)(C)C)cc1
  A = -6; B = 2.5; C = -4; D = -1; E = 1; F = 7; G = 1; H = -4; I = -3

> COc1ccc2c(c1OC)C(=O)OC2Nc1nc2ccccc2s1 (stereo not drawn)
  A = -2; B = 0.3; C = -2; D = -2; E = 1.1; F = -4; G = 1.1; H = -6; I = -7

> Cc1ccc([N+](=O)[O-])c(NC(=O)COC(=O)C2CC3CCCC(C2)C3=O)c1C (stereo not drawn)
  A = -3; B = -0.5; C = 5; D = 1; E = 0.92; F = -3; G = 0.92; H = 8; I = 8
